influenza NS1A – NS1A inhibition, H1N1 influenza, cell based functional assay (AID 504329) | NS1A functional cell-based assay, percent inhibition; higher % means a stronger effect | one-dose inhibition, % at 12.5 µM; IC50 in µM for titrated hits | actives 0.3% (n = 340,000); in the data active = a potency from the dose series; inconclusive = inhibition above about 27% without an active follow-up result; also: strong numbers were not always called active
VEEV TC-83 Vero – inhibitors of VEEV TC-83 cytopathic effect, confirmation, Vero cells (AID 588727); Vero cells, VEEV TC-83 cytopathic effect inhibition; higher % means a stronger effect; actives 0.13% (n = 350,000); one-dose inhibition, % at 20 µM; IC50 in µM for titrated hits; in the data active = a potency from the dose series; inconclusive = inhibition mostly from about 14% at the one dose, without a potency; inactive = the rest, 99 in 100 with inhibition below about 12%; also: strong numbers were not always called active
H37Rv inhibition – M. tuberculosis growth inhibition, HTS (AID 449762) | M. tuberculosis H37Rv growth inhibition, 7H9 media; higher % means a stronger effect | inhibition, % at 25 µM; hits with a dose series show IC50 in µM | actives 0.59% (n = 330,000); in the data active = a potency from the dose series; inconclusive = inhibition above about 70% without an active follow-up result;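 also: bacterial growth assessed after seven days of incubation; strong numbers were not always called active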
PhoP GFP inhibition – Inhibition of PhoP regulon, Salmonella typhi GFP reporter cells, confirmation, 4 h (AID 1850); Salmonella Typhi PhoP-promoter GFP reporter, fluorescence, 4 h; higher % means a stronger effect; inhibition, % at 50 µM; hits with a dose series show IC50 in µM; actives 0.33% (n = 310,000); in the data active = a potency from the dose series; inconclusive = inhibition mostly from about 25% at the one dose, without a potency; inactive = the rest, 99 in 100 with inhibition below about 19%;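 also: 0% = induced wells with vehicle and 100% = uninduced wells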
M. tuberculosis – growth inhibition of non-replicating M. tuberculosis (AID 488890); Mycobacterium tuberculosis non-replicating, growth inhibition; higher % means a stronger effect; one-dose inhibition, % at 25 µM; IC50 in µM for titrated hits; actives 0.39% (n = 320,000); in the data active = a potency from the dose series; inconclusive = inhibition mostly from about 82% at the one dose, without a potency; inactive = the rest, 99 in 100 with inhibition below about 76%;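 also: plate controls were DMSO cells for no effect and high antibiotic wells for full effect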
VEEV TC-83 Vero 10K pilot screen – further read-out of VEEV TC-83 Vero, marked with its call; inhibition, %; measured here: 10K pilot screen inhibition
An asterisk follows results filed as active; i = inactive; ? = inconclusive; / = not tested or not shown. No enrichment for hits; any-hit rate near 1.4%.

SMILES	influenza NS1A	VEEV TC-83 Vero	H37Rv inhibition	PhoP GFP inhibition	M. tuberculosis	others
CC(Sc1ccc2ccccc2c1)C(=O)NC(N)=O (configuration not stated)	12%	0.2%	11%	0%	74%
COc1cc(CNCc2ccccn2)ccc1OCc1ccc(Cl)cc1Cl	-41%	6.2%	?	-7%	?
Cc1ccc(NC(=O)CSc2nn(-c3ccc(Cl)cc3)c(=S)s2)cc1S(=O)(=O)N(C)C	3%	7.0%	-2%	-5%	-3%
CCN1CCc2c(OCC(=O)Nc3cccc(C)c3)cccc2C1=O	6%	1.3%	-1%	1%	7%
CC(=O)Nc1ccc(OCCF)cc1	0%	i	5%	-9%	-1%
Cc1cccc2cc3ccccc3nc12	-7%	i	-5%	21%	-6%
Nc1cccc2c(O)cc(S(=O)(=O)O)cc12	7%	i	/	/	/
N#CC1(NC(=O)COC(=O)Cn2[nH]c(=O)c3ccccc3c2=O)CCCCC1	-14%	2.1%	-12%	2%	-13%
COc1ccc(CCNC(=O)CC2SC(=NCCC(C)C)NC2=O)cc1OC (configuration not stated)	2%	0.4%	-10%	-6%	-17%
CCOc1ccc(NC(=O)c2sc3nc(N4CCOCC4)c4c(c3c2N)CCCC4)cc1	-7%	3.5%	9%	10%	-3%
Cc1ccc(C)c(NC(=O)CSc2nc(C)cc(C)c2C#N)c1	-5%	0.1%	6%	7%	8%
O=[N+]([O-])c1cccc(Cl)c1NCCNS(=O)(=O)c1ccccc1	10%	0.1%	-2%	-1%	-10%
Cc1ccc(-c2csc(NC(=O)CCNC(=O)c3ccccc3Cl)n2)cc1	6%	0.7%	19%	-1%	66%
Cc1nc(NC(=O)c2ccco2)sc1C(=O)Nc1ccc(Br)cc1	-3%	3.0%	2%	0%	32%
CC(=O)c1cccc(N(CC(=O)Nc2ccc(F)cc2)S(C)(=O)=O)c1	-4%	0.7%	-6%	13%	30%
Cc1cccc(CSCC(=O)NCc2ccc(S(N)(=O)=O)cc2)c1	3%	i	4%	2%	-7%
C#CCn1c(=NC(=O)CSCC(=O)N2CCOCC2)sc2ccccc21	3%	0.8%	6%	-5%	-11%
Cn1c(O)c(/C=C/C=Nc2ccccc2)c(=O)n(C)c1=S	0%	1.2%	-1%	-5%	-16%
O=C1CCc2cc(S(=O)(=O)NC3CCCCC3)ccc2N1	-17%	1.3%	0%	/	13%
Cn1c2ccccc2c2cnn(CC(=O)Nc3ccc(F)cc3F)c(=O)c21	-6%	0.5%	-2%	4%	-3%
CCOc1ccc(S(=O)(=O)N2CCCCC2)c(C)c1C	-10%	i	/	/	/
COC(=O)C(CC(=O)c1ccc(Cl)cc1)c1ccc(C(C)C)cc1 (configuration not stated)	2%	2.7%	-4%	5%	48%
Cc1cnc(NC(=O)CSc2ccccc2)s1	2%	4.9%	/	-8%	/
O=C(CC1SC(N2CCCCC2)=NC1=O)Nc1ccc(C(=O)NCCc2ccc(F)cc2)cc1 (configuration not stated)	7%	1.8%	4%	/	14%
O=C(C[n+]1cc(-c2ccccc2)n2c1CCC2)OCc1ccccc1	-3%	0.3%	-3%	0%	3%
CC1=Nc2cc(C(=O)NCc3ccco3)ccc2Sc2ccc(C)cc21	3%	i	-5%	-2%	30%	VEEV TC-83 Vero 10K pilot screen=5.5
O=C(COC(=O)c1c(Cl)cccc1Cl)NC1CCCCC1	-3%	1.4%	4%	-3%	35%
CCNC(=O)CN(c1ccc(CC)cc1)S(C)(=O)=O	0%	2.5%	9%	2%	-9%
COc1cc(C(=O)N/N=C/C23CC[C@@H](O)CC2(O)CC[C@@H]2[C@@H]3CCC3(C)C(C4=CC(=O)OC4)CCC23O)ccc1O (some centres not stated)	-15%	7.0%	-2%	-3%	-6%
Cc1ccc(NC(=O)C2CCN(C(=O)c3ccccc3C)CC2)nc1	-4%	0.4%	-2%	7%	-12%
Cc1cc(OCC(=O)N2CCOCC2)cc2oc(=O)c3ccccc3c12	0%	0.9%	7%	5%	5%
O=C(O)CCS(=O)(=O)Cc1ccccc1Cl	-8%	1.2%	-3%	-4%	-14%
CC(CNC(=O)COc1ccccc1)OC(=O)Nc1cccc(Cl)c1 (configuration not stated)	2%	0.6%	1%	-5%	53%
CCOc1cc(/C=C2/NC(=O)N(CC(=O)OC)C2=O)ccc1OC	-3%	0.8%	1%	-17%	1%
CCCCOc1ccc(CN(CCO)CCO)cc1[N+](=O)[O-]	-9%	i	0%	2%	-4%	VEEV TC-83 Vero 10K pilot screen=0.0
O=C(CSc1cn[nH]n1)Nc1cccc(C(F)(F)F)c1	-1%	0.4%	2%	-3%	19%
CC(=O)c1cccc(NC(=O)C2CC(=O)N(c3ccc4c(c3)OCCO4)C2)c1 (configuration not stated)	-19%	2.1%	0%	/	-7%
Cc1cc(NC(=O)/C(C#N)=C/c2ccco2)n(-c2ccccc2)n1	8%	0.7%	-4%	-8%	36%
O=C(O)/C=C\c1cn(-c2ccccc2)nc1-c1cc2ccccc2o1	-9%	6.2%	?	0%	28%
CCOC(=O)C(C)Sc1nc(-c2ccccc2)nc2ccc(F)cc12 (configuration not stated)	-2%	i	-3%	-3%	-2%
CCN(CC)CCNC(=O)CCCCn1c(=S)[nH]c2c([nH]c3ccc(OC)cc32)c1=O	15%	2.4%	3%	5%	74%
CCn1cc(C(=O)NCCO)c(=O)c2cc(F)c(N3CCN(C)CC3)cc21	2%	0.1%	4%	9.3µM*	-2%
O=C(CSCc1cccc(F)c1)NCc1ccccc1	-8%	0.7%	1%	-7%	49%
CCCn1c(C)cc(C(=O)CN2C(=O)c3ccccc3C2=O)c1C	13%	i	2%	3%	15%
COc1cccc(-c2c(C(=O)N/N=C(\C)c3cccs3)nnn2-c2nonc2N)c1	8%	2.2%	4%	-1%	5%
COc1cc(/C=C2/SC(=S)N(CCC(=O)Nc3ccc(C(=O)O)cc3)C2=O)cc(OC)c1OC	15%	1.8%	-7%	-6%	-6%
CCS(=O)(=O)N1CCC(C(=O)NCc2cccs2)CC1	1%	0.3%	2%	4%	7%
Cc1ccc(NC(=O)N2CCC(C(=O)NCC(C)C)CC2)cc1	-1%	i	2%	-10%	-2%

The last two records of the section above lead into the next.
SMILES	influenza NS1A	VEEV TC-83 Vero	H37Rv inhibition	PhoP GFP inhibition	M. tuberculosis	others
CCS(=O)(=O)N1CCC(C(=O)NCc2cccs2)CC1	1%	0.3%	2%	4%	7%
Cc1ccc(NC(=O)N2CCC(C(=O)NCC(C)C)CC2)cc1	-1%	i	2%	-10%	-2%
CCN(CC)S(=O)(=O)c1ccc(N2CCOCC2)c(NC(=O)c2ccc(F)cc2)c1	12%	1.5%	-4%	5%	-15%
CC(=O)Nc1ccc(NC(=O)Cc2ccc(F)cc2)cc1	/	/	10%	-2%	4%
Cc1ccc(Cn2ccc(NC(=O)c3cc(-c4ccc5c(c4)OCO5)on3)n2)cc1	-4%	i	/	/	/
Cc1c(NS(=O)(=O)N2CCCC2)c(=O)n(-c2ccccc2)n1C	0%	1.0%	-4%	0%	-13%
CCOc1ccc(N=Nc2c(C)noc2C)cc1	0%	0.4%	11%	-2%	8%
COc1ccc(/C=N/n2cnnc2SCc2ccccc2)cc1	7%	1.1%	2%	4%	19%
COC(=O)c1cccc(S(=O)(=O)N2CCC(c3nc4ccccc4o3)CC2)c1	-9%	1.4%	-1%	1%	5%
Cc1onc(-c2ccccc2Cl)c1C(=O)N1CCCCCC1	0%	0.3%	/	/	/
Cc1ccc(O)c(NC(=O)c2ccccc2-c2ccccc2C(=O)O)c1	-11%	0.1%	1%	-7%	67%
O=C1CCC(C(=O)Nc2cccc(S(=O)(=O)N3CCOCC3)c2)N1 (configuration not stated)	6%	1.1%	-6%	6%	2%
Cc1ccc2cc(CN(C(=O)c3cccs3)c3ccccc3)c(=O)[nH]c2c1	12%	0.9%	1%	-1%	-5%
COc1ccc(CC(=O)N(C)CC(=O)Nc2ccccc2C(F)(F)F)cc1S(=O)(=O)N1CCOCC1	-8%	3.0%	-3%	-9%	15%
COc1ccc(OC)c(NC(=O)Nc2cnccn2)c1	4%	0.9%	-1%	-9%	-12%
Cc1ccc(O)c(C2=Nc3ccccc3N=C(c3ccco3)C2)c1	-6%	i	-6%	0%	-1%
Cn1cc(Cl)c(C(=O)NNC(=S)Nc2cccc(Cl)c2)n1	5%	2.1%	5%	-4%	27%
CCN1CCN(c2nc(N)c([N+](=O)[O-])c(Nc3cccc(C)c3)n2)CC1	-2%	2.9%	3%	-11%	/
Cc1ccc(Oc2c(F)c(F)nc(N3CCCC3)c2F)cc1	-10%	i	6%	-2%	39%
NC(=O)C1CCN(C(=O)c2cccc(CN3C(=O)c4ccccc4C3=O)c2)CC1	-4%	7.7%	3%	/	-9%
Cc1cc(N2CCN(C)CC2)nc2ccc(NC(=O)c3cccnc3Cl)cc12	9%	7.6%	-5%	3%	23%
Cn1cccc1C1CCCN1CC(=O)Nc1ccc(C#N)c(Cl)c1 (configuration not stated)	-10%	2.3%	-7%	/	28%
Cn1cc(C(=O)N2CCCCC2)c2ccccc21	-4%	0.9%	5%	-12%	0%
Cc1ccc(C2(CCNCc3ccco3)CCOC(C(C)C)C2)cc1 (configuration not stated)	9%	0.3%	2%	2%	33%
COc1cc(/C=N/n2cnc3c(sc4nc(C)cc(C)c43)c2=O)ccc1O	/	/	1%	-1%	-15%
CC1CCCC(C)N1CCCNC(=O)c1nn(C)c2c1CSc1ccccc1-2 (configuration not stated)	-2%	2.1%	-2%	1%	8%
COc1cccc(C2(c3cccc(OC)c3)CC2C(=O)Nc2ccc(F)cc2)c1 (configuration not stated)	-2%	0.4%	20%	-5%	19%
CC(C)(C)C(=O)CSc1nc2ccccc2o1	-18%	1.0%	-1%	6%	35%
CC1CCN(S(=O)(=O)c2cccc(C(=O)Nc3ccccc3)c2)CC1	-5%	2.0%	4%	-32%	8%
CC(C)c1cc(C(C)C)n2nc(N)nc2n1	-3%	3.9%	8%	-17%	-14%
c1ccc2oc(-c3[nH]ncc3CN3CCSCC3)cc2c1	2%	1.5%	-5%	2%	3%
O=C(CN1C2CCCC1CC(NC(=O)c1ccco1)C2)Nc1ccccc1 (configuration not stated)	-19%	2.4%	-6%	12%	7%
O=C(NCc1ccccc1)C1(c2cccc(F)c2)CCCC1	-9%	i	7%	-31%	19%
Cc1cc(C(=O)N2CCCC(C(=O)c3ccc4ccccc4c3)C2)n(C)n1 (configuration not stated)	-2%	i	-2%	9%	16%	VEEV TC-83 Vero 10K pilot screen=0.2
O=C(C1CSC2(c3ccc(F)cc3)CCC(=O)N12)N1CCCCCC1 (configuration not stated)	-2%	0.8%	5%	1%	-6%	VEEV TC-83 Vero 10K pilot screen=1.0

Grouped by structure, the compounds so far containing an aryl methoxy group.
SMILES	influenza NS1A	VEEV TC-83 Vero	H37Rv inhibition	PhoP GFP inhibition	M. tuberculosis	others
COc1cc(CNCc2ccccn2)ccc1OCc1ccc(Cl)cc1Cl	-41%	6.2%	?	-7%	?
COc1ccc(CCNC(=O)CC2SC(=NCCC(C)C)NC2=O)cc1OC (configuration not stated)	2%	0.4%	-10%	-6%	-17%
COc1cc(C(=O)N/N=C/C23CC[C@@H](O)CC2(O)CC[C@@H]2[C@@H]3CCC3(C)C(C4=CC(=O)OC4)CCC23O)ccc1O (some centres not stated)	-15%	7.0%	-2%	-3%	-6%
CCOc1cc(/C=C2/NC(=O)N(CC(=O)OC)C2=O)ccc1OC	-3%	0.8%	1%	-17%	1%
CCN(CC)CCNC(=O)CCCCn1c(=S)[nH]c2c([nH]c3ccc(OC)cc32)c1=O	15%	2.4%	3%	5%	74%
COc1cccc(-c2c(C(=O)N/N=C(\C)c3cccs3)nnn2-c2nonc2N)c1	8%	2.2%	4%	-1%	5%
COc1cc(/C=C2/SC(=S)N(CCC(=O)Nc3ccc(C(=O)O)cc3)C2=O)cc(OC)c1OC	15%	1.8%	-7%	-6%	-6%
COc1ccc(/C=N/n2cnnc2SCc2ccccc2)cc1	7%	1.1%	2%	4%	19%
COc1ccc(CC(=O)N(C)CC(=O)Nc2ccccc2C(F)(F)F)cc1S(=O)(=O)N1CCOCC1	-8%	3.0%	-3%	-9%	15%
COc1ccc(OC)c(NC(=O)Nc2cnccn2)c1	4%	0.9%	-1%	-9%	-12%
COc1cc(/C=N/n2cnc3c(sc4nc(C)cc(C)c43)c2=O)ccc1O	/	/	1%	-1%	-15%
COc1cccc(C2(c3cccc(OC)c3)CC2C(=O)Nc2ccc(F)cc2)c1 (configuration not stated)	-2%	0.4%	20%	-5%	19%
